Assay outcomes: PubChem, University of Kansas High Throughput Screening Laboratory
Pf apPOL block – Pf-apPOL DNA polymerase inhibition; Recombinant Pf-apPOL, molecular beacon fluorescence, 1.5 h; inhibition, % at 10 µM; 210,000 compounds, 0.25% hits; AID 1794808
mHTT CaM bind – inhibitors of human mutant huntingtin-calmodulin interaction; inhibition, % at 15 µM; 190,000 compounds, 3.6% hits; P42858; AID 1671202; AlphaScreen His-mHTT/GST-CaM binding, luminescence;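 also: 0% = both proteins with DMSO and 100% = one protein alone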
Target sequence (P42858 whole entry, looked up, stated change not applied): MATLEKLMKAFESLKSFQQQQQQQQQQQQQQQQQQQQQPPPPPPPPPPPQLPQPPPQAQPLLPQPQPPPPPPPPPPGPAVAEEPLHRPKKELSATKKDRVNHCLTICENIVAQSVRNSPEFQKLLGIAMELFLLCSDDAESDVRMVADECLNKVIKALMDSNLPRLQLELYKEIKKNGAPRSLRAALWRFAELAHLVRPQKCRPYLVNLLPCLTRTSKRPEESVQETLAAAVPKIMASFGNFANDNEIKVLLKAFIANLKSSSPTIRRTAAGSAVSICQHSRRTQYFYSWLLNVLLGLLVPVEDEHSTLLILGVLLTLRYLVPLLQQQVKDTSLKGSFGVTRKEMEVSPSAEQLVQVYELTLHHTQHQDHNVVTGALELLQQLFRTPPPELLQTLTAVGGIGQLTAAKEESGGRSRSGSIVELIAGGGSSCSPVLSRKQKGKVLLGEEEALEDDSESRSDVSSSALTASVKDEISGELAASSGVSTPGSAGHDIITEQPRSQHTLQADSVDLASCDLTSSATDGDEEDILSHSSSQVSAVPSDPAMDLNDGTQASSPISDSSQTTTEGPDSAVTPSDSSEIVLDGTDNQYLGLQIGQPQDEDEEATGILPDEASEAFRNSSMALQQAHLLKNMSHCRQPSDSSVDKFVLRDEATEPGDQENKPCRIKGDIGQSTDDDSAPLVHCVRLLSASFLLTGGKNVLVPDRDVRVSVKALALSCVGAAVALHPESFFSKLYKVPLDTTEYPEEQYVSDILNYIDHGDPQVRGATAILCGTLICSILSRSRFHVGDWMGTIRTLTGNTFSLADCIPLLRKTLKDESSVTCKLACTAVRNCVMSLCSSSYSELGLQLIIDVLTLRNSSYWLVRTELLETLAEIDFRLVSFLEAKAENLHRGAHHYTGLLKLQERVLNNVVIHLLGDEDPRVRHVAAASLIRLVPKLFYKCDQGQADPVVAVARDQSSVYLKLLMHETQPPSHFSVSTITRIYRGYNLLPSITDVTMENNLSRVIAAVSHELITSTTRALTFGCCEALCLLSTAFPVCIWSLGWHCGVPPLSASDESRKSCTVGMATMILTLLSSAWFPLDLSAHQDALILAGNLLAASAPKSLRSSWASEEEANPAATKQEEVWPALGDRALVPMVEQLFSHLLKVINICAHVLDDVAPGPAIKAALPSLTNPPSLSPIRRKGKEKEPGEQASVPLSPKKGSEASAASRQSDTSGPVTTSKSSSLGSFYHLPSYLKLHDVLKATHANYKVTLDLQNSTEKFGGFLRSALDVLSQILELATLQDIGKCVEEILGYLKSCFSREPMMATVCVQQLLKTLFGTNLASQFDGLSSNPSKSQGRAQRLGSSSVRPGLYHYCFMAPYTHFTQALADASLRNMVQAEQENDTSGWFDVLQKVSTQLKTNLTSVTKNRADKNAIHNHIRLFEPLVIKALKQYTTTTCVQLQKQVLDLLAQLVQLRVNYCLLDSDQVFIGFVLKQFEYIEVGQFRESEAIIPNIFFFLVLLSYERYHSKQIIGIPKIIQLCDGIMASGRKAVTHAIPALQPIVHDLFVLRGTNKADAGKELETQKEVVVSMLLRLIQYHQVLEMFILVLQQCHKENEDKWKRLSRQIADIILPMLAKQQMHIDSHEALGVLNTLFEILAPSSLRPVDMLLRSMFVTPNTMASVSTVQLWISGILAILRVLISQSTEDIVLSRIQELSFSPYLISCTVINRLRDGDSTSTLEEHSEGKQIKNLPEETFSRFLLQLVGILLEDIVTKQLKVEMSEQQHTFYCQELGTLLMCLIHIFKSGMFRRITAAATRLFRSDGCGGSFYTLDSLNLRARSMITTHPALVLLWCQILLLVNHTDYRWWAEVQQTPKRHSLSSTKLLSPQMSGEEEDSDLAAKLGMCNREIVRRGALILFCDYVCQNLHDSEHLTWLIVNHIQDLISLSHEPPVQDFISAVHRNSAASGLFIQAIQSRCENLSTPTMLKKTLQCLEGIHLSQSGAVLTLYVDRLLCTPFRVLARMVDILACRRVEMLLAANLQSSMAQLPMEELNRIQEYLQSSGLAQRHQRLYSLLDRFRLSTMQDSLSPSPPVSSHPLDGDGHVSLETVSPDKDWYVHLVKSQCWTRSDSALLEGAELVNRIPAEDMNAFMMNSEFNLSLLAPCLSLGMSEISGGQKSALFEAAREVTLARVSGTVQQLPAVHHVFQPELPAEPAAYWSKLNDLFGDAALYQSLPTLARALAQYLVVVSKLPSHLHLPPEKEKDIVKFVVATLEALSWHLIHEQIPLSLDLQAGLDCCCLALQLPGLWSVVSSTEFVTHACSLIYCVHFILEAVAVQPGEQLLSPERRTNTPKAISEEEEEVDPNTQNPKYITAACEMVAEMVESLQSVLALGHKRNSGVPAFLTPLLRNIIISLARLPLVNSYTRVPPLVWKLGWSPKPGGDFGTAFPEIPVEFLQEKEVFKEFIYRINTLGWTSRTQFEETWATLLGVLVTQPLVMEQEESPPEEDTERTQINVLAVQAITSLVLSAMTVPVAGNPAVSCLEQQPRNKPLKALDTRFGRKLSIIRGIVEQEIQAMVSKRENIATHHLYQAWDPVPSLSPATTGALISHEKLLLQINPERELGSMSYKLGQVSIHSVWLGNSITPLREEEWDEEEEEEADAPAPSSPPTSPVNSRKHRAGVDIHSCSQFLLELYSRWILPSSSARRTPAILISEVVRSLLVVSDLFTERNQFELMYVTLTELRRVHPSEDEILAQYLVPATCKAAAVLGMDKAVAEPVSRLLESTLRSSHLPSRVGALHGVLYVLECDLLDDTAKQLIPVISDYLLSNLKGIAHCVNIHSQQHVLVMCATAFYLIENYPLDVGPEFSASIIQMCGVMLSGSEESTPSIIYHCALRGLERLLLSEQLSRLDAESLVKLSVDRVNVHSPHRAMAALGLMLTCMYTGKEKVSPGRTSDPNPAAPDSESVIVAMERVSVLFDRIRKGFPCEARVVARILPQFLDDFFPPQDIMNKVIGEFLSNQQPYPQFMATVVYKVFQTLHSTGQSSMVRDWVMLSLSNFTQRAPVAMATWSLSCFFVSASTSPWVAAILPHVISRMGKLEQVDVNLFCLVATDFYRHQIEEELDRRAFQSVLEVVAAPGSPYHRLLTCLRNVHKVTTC
Active calls of the source: *; nt = not tested or not shown; & = joins results of further samples. Rule as the data show it: active = inhibition above about 50%; inactive = the rest.

Below each SMILES: Pf apPOL block	mHTT CaM bind
COc1ccc(-c2onc(C)c2C(=O)NCC2CCCO2)cc1 (stereo unspecified)
→ -2	-14
O=C(NCc1ccccc1F)C1CCCN(c2cnn(Cc3ccccc3)c(=O)c2)C1 (stereo unspecified)
→ -8	11
CCOC(=O)N1CCN(CC(O)COc2ccc(F)cc2)CC1 (stereo unspecified)
→ -11	3
Cc1ccc(Cn2cc(CCC(=O)NCc3ccccn3)c3ccccc32)cc1
→ -18	78*
Cn1nc(-c2nc(Cc3ccccc3)no2)c2c1CCN(C(=O)Cc1cccs1)C2
→ -2	33
NC(=O)c1ccc(NC(=O)C2CCN(C(=O)Cc3ccccc3)CC2)cc1
→ -1	1
CCOC(=O)C1=C(C)NC2=C(C(=O)CC(C)(C)C2)C1c1ccc(O)cc1 (stereo unspecified)
→ 3	-4
O=C1C=CCCC1=Cc1sc(=S)[nH]c1O
→ nt	-10
CCC(C)NC(=O)N1CCC(N2CCN(Cc3ccc(F)cc3)C2=O)CC1 (stereo unspecified)
→ -2	-1
COc1cccc(C(=O)Nc2c3c(nn2-c2ccccc2)CSC3)c1
→ -1	40
CCOC(=O)C1CCc2sc(NC(=O)c3oc4cc(OC)ccc4c3C)nc21 (stereo unspecified)
→ 4	14
CCOc1ccccc1N1C=C(C#N)S(=O)(=O)c2ccc(Cl)cc21
→ 0	-4
CN1CCN(C(=O)C2COC3(CCCCC3)N2C(=O)c2cccc(F)c2)CC1 (stereo unspecified)
→ -3	-9
O=C(Nc1cccc(F)c1)N1CCC2(CC1)Nc1ccccc1-n1cccc12
→ 2	71*
Cc1ccc(NC(=O)c2ccc(NCc3ccccc3Cl)c([N+](=O)[O-])c2)cc1F
→ -2	9
O=C(O)c1nnn(-c2ccccc2Oc2ccc(Cl)cc2Cl)c1-c1ccccc1
→ -4&0	nt
O=C(c1ccc(OCC2CCCN2C(=O)c2cccs2)cc1)N1CCCC1 (stereo unspecified)
→ 6	-1
O=C1C(=Cc2ccccc2)Oc2c1ccc(O)c2CN1CCCC1
→ -7	-2
Cc1cc(C)n2nc(SCC(=O)NCCc3ccc(Cl)cc3)nc2n1
→ 1	42
O=C(c1cccc(Cl)c1)N1CCN(c2ccc([N+](=O)[O-])c(NCc3ccco3)c2)CC1
→ -9	8
O=C(O)/C(=C\c1ccccc1)NC(=O)c1ccc(Br)o1
→ -8	-6
CCOc1ccc(C(=O)N2CC(C(=O)NC)C3(CCCC3)C2)cc1 (stereo unspecified)
→ 1	-1
COc1cccc(-c2cc(C3CCN(C(=O)Nc4ccc(OC)c(OC)c4)CC3)[nH]n2)c1
→ 1	31
Nc1ccccc1-n1cnc2ccccc21
→ nt	5
Cn1c2ccc(N=Cc3cccc([N+](=O)[O-])c3)cc2c2nc3ccccc3nc21
→ 0	4
Cc1cc(C)cc(N2C(=O)CSC2c2cccc(F)c2)c1 (stereo unspecified)
→ -1	-8
O=C(NCc1ccc(N2CCCCCC2)nc1)c1cccs1
→ -3	18
FC(F)(F)c1ccc2c(c1)Nc1ccccc1S2
→ 12	nt
O=C(NCCN1CCN(c2ccc(Cl)cc2)CC1)C(=O)Nc1ccon1
→ -4	-9
Cc1c(Cl)cccc1NC(=O)c1cc(S(=O)(=O)N2CCCC2)ccc1F
→ 2	6

An excerpt of these results, field by field:
canonical_smiles: Cc1ccc(Cn2cc(CCC(=O)NCc3ccccn3)c3ccccc32)cc1
  Pf apPOL block = -18
  mHTT CaM bind = 78*
canonical_smiles: O=C1C(=Cc2ccccc2)Oc2c1ccc(O)c2CN1CCCC1
  Pf apPOL block = -7
  mHTT CaM bind = -2

Retrieved by structure from above:
Below each SMILES: Pf apPOL block	mHTT CaM bind
COc1cccc(C(=O)Nc2c3c(nn2-c2ccccc2)CSC3)c1
→ -1	40
O=C(c1ccc(OCC2CCCN2C(=O)c2cccs2)cc1)N1CCCC1 (stereo unspecified)
→ 6	-1
FC(F)(F)c1ccc2c(c1)Nc1ccccc1S2
→ 12	nt

Other entries:
Below each SMILES: Pf apPOL block	mHTT CaM bind
CCC(=O)N1CCc2cc(Br)cc(S(=O)(=O)CCC(=O)N3CCCCC3)c21
→ -3	-6
COC(=O)c1ccccc1NC(=O)C=NO
→ -5	nt
CC(C)C(=O)N1CCN(c2nc3c(s2)CC(C(=O)NCCc2cccnc2)CC3)CC1 (stereo unspecified)
→ -5	9
COc1cccc(C(=O)N2CCN(c3cc(C)ccc3F)C(=O)C2C)c1 (stereo unspecified)
→ 1	0
CCc1cc(C2CCCN2C(=O)Nc2cc(Cl)ccc2C)on1 (stereo unspecified)
→ 4	-7
O=C(c1cc2c(s1)CCCC2)N1CCN(c2nnc3ccccn23)CC1
→ -1	9
Fc1ccc(C2=Nn3cnnc3SC2)cc1
→ -2	-5
COCCC(=O)N1CCN(c2nc(CN3CCOCC3)cs2)CC1
→ -2	4
COc1cc(C2Nc3ccccc3C(=O)N2c2ccccc2)cc(OC)c1OC (stereo unspecified)
→ -4	1
COc1ccc(S(=O)(=O)N2CCC(C(=O)NCc3cscn3)CC2)cc1OC
→ 4	-11
O=C(Nc1ccc(Br)cc1)/C(=C1\Nc2ccc([N+](=O)[O-])cc2N1)[N+](=O)[O-]
→ 52*	16
COc1ccc(S(=O)(=O)N(CC(=O)NC2CCCC2)Cc2ccccc2)cc1OC
→ -7	12
O=C(COc1ccc(Cl)cc1Cl)NCC1CC(=O)N(c2ccc3c(c2)OCO3)C1 (stereo unspecified)
→ -10	21
O=C1NC(=Nc2cccc([N+](=O)[O-])c2)SC1(CO)CO
→ -2	-6
O=C(Cc1ccccc1)N(c1ccccc1)c1ccccc1
→ 0	-21
Cc1cc(NCc2cccnc2)nc2ccccc12
→ 8	-3
CCC(=O)Nc1ccc2c(N3CCCC3)ncnc2c1
→ -6	16
Cc1ccccc1-c1ccc(=O)n(Cc2c(F)cccc2Cl)n1
→ -12	-14
COc1ccc(S(=O)(=O)N2CCc3ccccc32)cc1C(=O)O
→ -2	-4
CCc1ccccc1NC(=O)C(c1ccccc1)c1ccccc1
→ -2	-1
CSc1ccc(CN2CCN(C(=O)c3cccc(Cl)c3)CC2)cc1
→ 1	12
O=C(Nc1cc(-c2ccco2)nn1CCO)c1c(F)cccc1Cl
→ 4	21
COc1ccccc1C(=O)NCc1cccnc1OC
→ 2	-4
Cn1c(=O)c([N+](=O)[O-])c(N2CCN(C3CCCC3)CC2)c2ccccc21
→ -4	0
Nc1cc(C2CCN(C(=O)Nc3ccc(Br)cc3)CC2)no1
→ -6	-7
Cc1cccc(CNC(=O)c2ccc3c(c2)N(C)C2CCCCN2C3=O)c1 (stereo unspecified)
→ -4	-1
O=C(NC1CC1)C1CC(=O)N(CCc2ccccc2)C1 (stereo unspecified)
→ -4	-3
C=CCOc1ccc(C2Nc3ccccc3-c3nnc(SC)nc3O2)cc1 (stereo unspecified)
→ 6	19
CCCCOC(=O)Nc1cc(C)cc(C)c1
→ -2	-54
O=C(COc1ccc(Br)cc1)N1CCN(c2ccccc2F)CC1
→ 1	2

Other entries
Below each SMILES: Pf apPOL block	mHTT CaM bind
O=C(NCCc1csc(C2CCCN(C(=O)c3ccoc3)C2)n1)C1CC1 (stereo unspecified)
→ -2	-3
O=C1CCCc2oc3c(Cl)cc(NS(=O)(=O)c4ccc(Cl)cc4)cc3c21
→ 0	1
Cc1sc2nc(-c3ccc([N+](=O)[O-])cc3)[nH]c(=O)c2c1C
→ -1	4
Cn1c(=O)[nH]c(=O)c2c1nc(Br)n2CCc1ccccc1
→ -4	4
Fc1ccccc1Oc1cc(N2CCN(C3CCCC3)CC2)ncn1
→ -9	0
O=C(Nc1cnc(N2CCCCCC2)nc1)c1ccc(Br)o1
→ 3	7
CCN(C(=O)c1oc2ccc(S(=O)(=O)N3CCCCCC3)cc2c1C)c1ccccc1
→ -9	-11
COc1cc([N+](=O)[O-])cc(C=NC23CC4CC(CC(C4)C2)C3)c1O
→ -4	5
CCC(CC)NC(=O)C1CCc2sc(C(=O)N3CCCC3)cc2C1 (stereo unspecified)
→ 1	8
Cc1nc(-c2ccc(-c3noc(COc4ccc(Cl)cc4)n3)cc2)cs1
→ 0	-6
Cc1ccc(-n2nc(C)c3c(=O)n(CC(=O)NC4CCCCCC4)ccc32)cc1
→ 0	-6
CCOc1ccc(CNC(=O)c2cnc(OC)nc2)cc1
→ 12	-2
O=C(CN1C(=O)/C(=C/c2ccccc2F)Sc2ccccc21)NCCN1CCOCC1
→ 7	19
O=C(NCc1cccs1)c1ccc([N+](=O)[O-])cc1
→ 1	2
COc1cccc(CNC(=O)c2cc(-c3cccnc3)nc3ccccc23)c1
→ -21	39
Cc1cccc(/C=C2\NC(=O)N(Cc3ccc(Cl)cc3)C2=O)c1
→ 1	-5
O=C(CN1N=NC2C(=O)N(c3ccc(Cl)cc3)C(=O)C21)Nc1cccc(Cl)c1 (stereo unspecified)
→ -3	10
CCC(NC(=O)C1CCN(c2cncnc2N2CCCCC2)CC1)c1cccs1 (stereo unspecified)
→ -6	19
O=[N+]([O-])c1ccc(N2N=NC3C4CC(C5CC=CC54)C32)cc1 (stereo unspecified)
→ 1	7
CCC1(CC)C(=N)NC(=O)NC1=O
→ -2	1
Cc1ccc(N2NC(=O)/C(=C\c3cc([N+](=O)[O-])ccc3N(C)C)C2=O)cc1C
→ -15	35
CCC(C)NC(=O)Cn1c(=O)n(-c2ccccc2)c(=O)c2sccc21 (stereo unspecified)
→ 2	-5
Cc1ccc(C2CC(c3ccccc3F)=NN2C(=O)CN(C)C(=O)C2CC2)cc1 (stereo unspecified)
→ -6	10
CC(C)CC1C(C#N)=C(N)OC2=C1C(=O)CCC2 (stereo unspecified)
→ 3&-1	-4&-2
Cc1[nH]nc2c1C(=O)CC(C)(C)C2
→ 1	-3
CCCOc1ccc(C(=O)NCCC(=O)O)cc1
→ 8&1	-2&-8
CCOc1ccc(/C=C2N=C(/C=C/c3ccc(Cl)cc3)OC\2=O)cc1
→ 0	11
CC(=O)N(C1=C(NC2CCCCC2)C(=O)c2ccccc2C1=O)c1ccc(F)c(F)c1
→ -6	48
C[n+]1ccc(/C=C/c2cccs2)cc1
→ nt	-8
COc1ccc([C@H]2CN(c3ccc(OC)cc3)C(=O)[C@@H]2CC(=O)Nc2ccc(Br)cc2)cc1
→ -4	55*

Complete entries from above.
CCC(CC)NC(=O)C1CCc2sc(C(=O)N3CCCC3)cc2C1 (stereo unspecified) is listed as Pf apPOL block: 1; mHTT CaM bind: 8
Cn1c(=O)[nH]c(=O)c2c1nc(Br)n2CCc1ccccc1 is listed as Pf apPOL block: -4; mHTT CaM bind: 4

Next part
Below each SMILES: Pf apPOL block	mHTT CaM bind
CC1Oc2ccc(NC(=O)CC(C)(C)C)cc2CN(CC2CC2)C1=O (stereo unspecified)
→ -4	-1
CCCCS(=O)(=O)NC1=NCN(Cc2ccco2)CN1
→ -4	4
O=C(CN1CCN(S(=O)(=O)c2ccc(Cl)cc2)CC1)Nc1cccc(C(F)(F)F)c1
→ 5	16
CCCNC(=O)C1CC(=O)N(c2ccc(Cl)cc2)C1 (stereo unspecified)
→ -1	3
O=C(Cn1nc([N+](=O)[O-])nc1Br)NC1CCCCC1
→ nt	-2
Cc1sc(NC(=O)c2sc3ccccc3c2Cl)c(C(N)=O)c1C
→ -10	-4
O=C(Nc1ccccc1-c1nc2ccccc2s1)c1ccc([N+](=O)[O-])o1
→ -2	-1
Cc1ccc(C=C2Oc3c(ccc4c3CN(Cc3ccccn3)CO4)C2=O)o1
→ 4	100*
COc1ccc(C2C=C(c3ccc(Br)cc3)Nc3nnnn32)c(OC)c1 (stereo unspecified)
→ -10	19
O=S(=O)(c1ccc(F)cc1)N1CCN(Cc2ccsc2)CC1
→ 6	-3
COc1cccc(C(=O)N2CCN(c3nc(C)nc(C)c3Cc3ccccc3)CC2)c1
→ 1	2
Cc1cc(C)n(C(CC(=O)N2CCc3ccccc3C2)C(=O)O)n1 (stereo unspecified)
→ -5	1
Cc1ccc(NC(=O)C2CCCN(c3cnc4nccnc4c3)C2)cc1Cl (stereo unspecified)
→ 4	46
COc1ccc(Cl)cc1NC(=O)C1CCCCC1C(=O)O (stereo unspecified)
→ 0	-1
Cc1cc(C(=O)N2CC3CN(S(=O)(=O)c4cccc(F)c4)CC(C2)O3)c(C)o1
→ 3	5
CC1CCC2(CC1)NC(=O)N(CC(=O)N1CCc3ccccc31)C2=O (stereo unspecified)
→ -4	0
O=c1nc2s/c(=C\c3ccc(Cl)cc3)c(=O)n2nc1Cc1ccccc1
→ 10	-5
C=C1CCN([C@H](C(=O)NCc2ccc(Cl)c(Cl)c2)C(C)C)S(=O)(=O)c2ccccc21
→ -5	74*
COc1ccc(C(=O)N2CC3CC2CC3NC(=O)c2ccccc2)cc1F (stereo unspecified)
→ 0	-4
COc1ccc(-c2cc(C(F)(F)F)nc(S(C)(=O)=O)n2)cc1
→ 3	0
CCn1nccc1C(=O)N1CCCC(c2cc(-c3ccccc3)n[nH]2)C1 (stereo unspecified)
→ -4	10
Oc1oc(-c2ccc(Br)cc2)nc1C=Nc1ccc(Br)cn1
→ -4	4
O=[N+]([O-])c1ccc(N=Cc2nc(-c3ccc(Cl)cc3)oc2O)cc1
→ 2	-4
Cc1ccc(CNC(=O)c2cn3cccc(C)c3n2)cc1
→ -3	4
COCC(=O)Nc1cnc(N2CCCCCC2)nc1
→ -1	6
Cc1ccc(-n2nc3c(c2NC(=O)Cc2ccc(F)cc2)CS(=O)(=O)C3)c(C)c1
→ -3	1
CC1CCc2c(cnc3c(C(=O)NCc4cccc(Br)c4)cnn23)C1 (stereo unspecified)
→ -5	-2
CCOC(=O)C(=CNNC(=O)C1C2C=CC(C2)C1C(=O)O)C(=O)OCC (stereo unspecified)
→ -2	nt
Cc1ccc(S(=O)(=O)N(c2ccc(C)cc2C)C(F)F)cc1
→ -9	-22
CCC(=O)N1CCc2cc(Br)cc(S(=O)(=O)Nc3cccnc3)c21
→ -1	4
COCC(C)(O)CNC(=O)NCc1ccc(Cl)cc1 (stereo unspecified)
→ -5	-24

These rows are one share of the data; count on the stated rates, not on these rows.
